Screening results as filed in PubChem.
SIAE primary = human SIAE inhibition, primary screen; Q9HAT2; SIAE FP-Rh probe binding, fluorescence polarization; inhibition, % at 9.66 µM; actives 0.69% (n = 370,000); AID 1053197;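 active = inhibition above a cutoff: mean of compounds within the control limits plus 3 SD of those, cut at about 17% in these data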;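 note: 0% = plate median of compound wells and 100% = probe without SIAE protein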
Target sequence (Q9HAT2 whole entry, looked up): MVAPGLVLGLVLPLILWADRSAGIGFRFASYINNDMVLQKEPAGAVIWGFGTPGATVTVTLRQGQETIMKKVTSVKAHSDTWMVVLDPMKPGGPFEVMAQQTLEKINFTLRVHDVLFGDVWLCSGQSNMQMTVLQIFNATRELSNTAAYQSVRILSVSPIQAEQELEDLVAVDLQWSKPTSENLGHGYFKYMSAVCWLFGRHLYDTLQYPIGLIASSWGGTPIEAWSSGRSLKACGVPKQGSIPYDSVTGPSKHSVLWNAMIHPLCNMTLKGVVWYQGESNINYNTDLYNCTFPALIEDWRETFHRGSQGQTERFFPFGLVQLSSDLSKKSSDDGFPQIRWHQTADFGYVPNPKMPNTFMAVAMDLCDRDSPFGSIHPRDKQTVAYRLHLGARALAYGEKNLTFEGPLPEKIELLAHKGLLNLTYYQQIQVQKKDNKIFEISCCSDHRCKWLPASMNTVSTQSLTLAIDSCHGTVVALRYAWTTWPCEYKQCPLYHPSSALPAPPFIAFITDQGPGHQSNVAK
rCAG RNA binder = molecules binding r(CAG) RNA repeats | actives 1.3% (n = 370,000) | AID 651821 | inhibition, % at 3 µM | r(CAG) RNA repeat, TO-PRO-1 dye displacement fluorescence;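 active = inhibition above the plate cutoff, the mean of all test compounds on that plate plus 3 SD, cut at about 35% in these data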;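 note: 0% = DMSO alone and 100% = 100 µM mitoxantrone as full dye displacement; higher means more dye released from RNA so lower well fluorescence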
TDP2 inh = TDP2 (human) inhibition, absorbance primary screen; O95551; recombinant TDP2, T5PNP hydrolysis, p-nitrophenol absorbance 415 nm; inhibition, % at 12.8 µM; actives 0.34% (n = 370,000); AID 720702;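 active = inhibition above the mean of all tested compounds plus 3 SD, set per campaign, cut at about 25% in these data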;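 note: 0% = DMSO with enzyme and 100% = buffer with substrate but no TDP2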
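Material: recombinant human TDP2; quantity: TDP2 enzyme at 120 nM final; medium: Tris-HCl pH 7.5 with MgCl2; compound: single concentration, 12.8 µM nominal, with 1% DMSO; incubation: 2 h enzyme incubation at 37 °C; signal: epi absorbance; measure: percent inhibition; benchmarks: high control without enzyme, low control DMSO plus TDP2; repeats: singlicate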
HTRA1 inhibitor = blocks human HTRA1 serine peptidase; actives 0.5% (n = 340,000); recombinant HTRA1, FP-rhodamine activity-based probe, fluorescence polarization; AID 504803; Q92743; inhibition, % at 5.96 µM; in the data active = inhibition above about 36%;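 note: 0% = enzyme with DMSO and 100% = wells lacking enzyme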
ABHD4 inh = inhibitors of mouse ABHD4; Q8VD66; purified mABHD4, FP-Rh probe fluorescence polarization; inhibition, % at 8.92 µM; actives 0.54% (n = 370,000);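 active = inhibition exceeding the mean over every tested compound plus 3 SD, cut at about 30% in these data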;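 note: 0% = plate median of compound wells and 100% = S159A mutant with DMSO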
Target sequence (Q8VD66 whole entry, looked up): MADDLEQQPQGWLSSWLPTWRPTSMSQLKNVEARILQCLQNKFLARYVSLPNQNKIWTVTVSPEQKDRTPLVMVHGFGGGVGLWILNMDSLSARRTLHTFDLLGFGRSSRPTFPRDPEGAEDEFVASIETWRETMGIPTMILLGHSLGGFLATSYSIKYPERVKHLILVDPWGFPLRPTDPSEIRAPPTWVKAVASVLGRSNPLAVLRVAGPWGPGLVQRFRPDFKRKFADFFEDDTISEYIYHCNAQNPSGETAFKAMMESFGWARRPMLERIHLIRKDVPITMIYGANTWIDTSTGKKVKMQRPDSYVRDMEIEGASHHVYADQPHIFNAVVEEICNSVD
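Test system: mABHD4 protein | Buffer or medium: HEPES pH 7.0 buffer, 150 mM NaCl, 0.01% Pluronic F-127 | Probe or stimulus: FP-Rh fluorescent activity-based probe, added after compound pre-incubation | Timing: Pre-incubation 45 min, probe exposure 60 min, at 25 °C | Technique: Fluorescence polarization, excitation 525 nm, emission 598 nm, BODIPY TMR filters | Repeats: Single well per compound (singlicate)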
LEDGF integ inh = blocks HIV-1 LEDGF/p75-dependent DNA integration; TR-FRET IN-LEDGF/p75 DNA integration, Eu/Cy5; inhibition, % at 3.7 µM; actives 0.64% (n = 370,000); AID 743269;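 active = inhibition above the screen-wide mean plus 3 SD, cut at about 13% in these data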;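 note: signal is the Cy5 over europium emission ratio at 671 and 618 nm; 0% = plate median of compound wells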
PRMT1 inh = PRMT1 (human) inhibition, primary screen; inhibition, % at 2.79 µM; AID 652257; actives 1.3% (n = 370,000); Q99873; recombinant PRMT1, activity-based probe fluorescence polarization;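 active = inhibition above about 21% made by adding two undisclosed values, limit read from the data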
PG9 Ab binder = small molecules binding HIV-1 gp120 antibody PG9 | TR-FRET gp120-PG9 antibody binding | inhibition, % at 6.7 µM | actives 0.43% (n = 360,000); in the data active = inhibition above about 8.5%
Rev-erbA mod = modulates human Rev-erb alpha binding to DNA; activity, % at 10 µM; Rev-erbα–FITC-DNA binding, fluorescence polarization, 90 min; P20393; actives 0.79% (n = 370,000);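 active = activity above about 14%, limit read from the data; passing the limit was not always enough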;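 note: 0% = DMSO wells with 35 nM protein and 100% = DMSO wells with 750 nM protein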
TCR-CD3 inh = blocks the human TCR-CD3 interaction; TAMRA-labeled TCR probe fluorescence, biochemical; inhibition, % at 9.4 µM; actives 0.37% (n = 360,000); AID 651800; in the data active = inhibition above about 19%;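 note: recombinant mutant TCR 2C K166C tagged with TAMRA read by polarization; 0% = receptor in buffer alone and 100% = receptor with positive control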
Starred values were filed as active, the others as inactive; x = no result given; & = joins results of further samples.

SMILES | SIAE primary | rCAG RNA binder | TDP2 inh | HTRA1 inhibitor | ABHD4 inh | LEDGF integ inh | PRMT1 inh | PG9 Ab binder | Rev-erbA mod | TCR-CD3 inh
C[C@H]1CNCCN1c1ccc(N2CC[C@H](O)C2)c(C#N)c1 | 12 | 2 | 1 | x | 1 | 2 | -1 | -2.2 | -1 | 10
C=CCN(c1ccc(C(=O)N(CC)CC)cc1)S(C)(=O)=O | -4 | 8 | -14 | 9 | -6 | 0 | 6 | 4.1 | 3 | -9
O=c1[nH]c(=O)n(C2CCCCCC2)c(O)c1C=NC1CCN(Cc2ccccc2)CC1 | -5 | -8 | -9 | -11 | 4 | -2 | 3 | -1.6 | 1 | -1
COc1ccc2c(C)c(CC(=O)N3C[C@H]4C[C@@H](C3)c3cccc(=O)n3C4)c(=O)oc2c1C | -8 | -1 | -12 | -9 | -8 | 4 | -5 | -0.4 | -3 | 9
Cc1cc(=O)oc2c(C)c(OCC(=O)N3CCN(Cc4ccccc4)CC3)ccc12 | 11 | -7 | -1 | -1 | 5 | 0 | 3 | 0.8 | 2 | 2
CC(C)Cc1[nH]c(=O)c(C#N)c2c1CCC2 | 6 | -1 | -1 | 7 | 0 | 1 | 0 | 1.7 | 3 | 9
N#CCCn1cc(C(=O)Nc2ccccc2Cl)c(-c2ccc(F)cc2)n1 | -2 | -2 | -3 | 2 | -4 | 6 | -1 | -0.8 | 4 | 0
O=C1NC(=S)NC(=O)C12C(c1ccccc1)NC(=S)NC2c1ccccc1 (stereo not given) | 4 | 2 | -6 | -6 | -33 | -3 | 2 | -3.8 | 3 | -3
COC(=O)C1=C(c2ccc(OCc3ccccc3)cc2)C[C@@H]2CC[C@H]1N2C(=O)NCc1ccccc1 | -5 | 1 | -3 | -23 | 21 | -1 | -2 | 0.4 | 2 | 7
Fc1cccc(CN2CCN(c3ccc(Cl)cc3)CC2)c1 | -3 | -5 | -15 | -3 | 4 | 1 | -3 | 0.2 | -2 | 2

Nothing new here: entries from further up.
SMILES | SIAE primary | rCAG RNA binder | TDP2 inh | HTRA1 inhibitor | ABHD4 inh | LEDGF integ inh | PRMT1 inh | PG9 Ab binder | Rev-erbA mod | TCR-CD3 inh
C[C@H]1CNCCN1c1ccc(N2CC[C@H](O)C2)c(C#N)c1 | 12 | 2 | 1 | x | 1 | 2 | -1 | -2.2 | -1 | 10
C=CCN(c1ccc(C(=O)N(CC)CC)cc1)S(C)(=O)=O | -4 | 8 | -14 | 9 | -6 | 0 | 6 | 4.1 | 3 | -9
O=c1[nH]c(=O)n(C2CCCCCC2)c(O)c1C=NC1CCN(Cc2ccccc2)CC1 | -5 | -8 | -9 | -11 | 4 | -2 | 3 | -1.6 | 1 | -1

(next part)
SMILES | SIAE primary | rCAG RNA binder | TDP2 inh | HTRA1 inhibitor | ABHD4 inh | LEDGF integ inh | PRMT1 inh | PG9 Ab binder | Rev-erbA mod | TCR-CD3 inh
CCOP(=O)(Cc1cc(C#N)oc1C)OCC | -1 | -1 | -8 | 8 | -1 | -1 | -3 | -0.8 | -6 | 4
O=c1c(C=Nc2cccnc2Cl)c(O)n(CCCCl)c(=O)n1C1CCCCC1 | 1 | 4 | -2 | -11 | -10 | 4 | -5 | -4.0 | -4 | -8
Cn1c(O)c(C=NCCOc2ccc(Cl)cc2)c(=O)n(C)c1=O | -6 | -6 | 4 | 2 | 2 | 1 | -2 | 0.0 | 3 | 3
CN1C(=O)C(=Cc2ccc(OCCN(C)c3ccccn3)cc2)C(=O)N(C)C1=O | 0 | 1 | 0 | -10 | 1 | -2 | 9 | 2.7 | 4 | 5
CCOC(=O)CC(SP1(=S)OCC2(CCCCC2)CO1)C(=O)OCC (stereo not given) | -3 | 0 | 2 | -12 | -4 | -5 | 25* | -1.2 | 2 | 0
O=C(CNC(=O)OCc1ccccc1)Nc1ccc(Br)cc1C(=O)c1ccccc1Cl | 0 | 8 | -16 | -2 | -7 | -6 | 3 | -2.3 | 2 | -1
O=C1C2CCCN2C(c2ccc(Cl)c(Cl)c2)N1c1ccccn1 (stereo not given) | -1 | -5 | 9 | -2 | 1 | 2 | 0 | -0.5 | -1 | 1
O=C(NCC1=C(c2cccc3ccccc23)C[C@@H]2CC[C@H]1N2Cc1ccco1)c1cccs1 | 9 | 3 | 5 | -21 | -1 | -3 | -2 | -0.5 | 13 | -11
Cc1cc(OCCCC(=O)NCc2cccs2)ccc1Cl | -1 | -4 | -6 | -10 | -1 | -1 | 4 | 0.3 | -2 | -6
Cc1ccccc1NC1(C#N)CCCCC1 | 11 | -3 | 3 | -1 | 2 | -1 | 1 | -0.6 | 2 | 3
CCN(CC)C(=O)c1ccc(NC(=O)c2ccc3c(c2)NC(=O)CS3)cc1 | 8 | 0 | 3 | -2 | -3 | -4 | -1 | -1.6 | 4 | -2
Cc1cc(=O)oc2c(C)c(OCC(=O)N3CCC(C(=O)O)(c4ccccc4)CC3)ccc12 | -10 | 16 | 3 | -10 | -3 | -3 | 9 | 1.2 | -1 | 1
CC(C#N)CCC#N (stereo not given) | -4 | 1 | -3 | 2 | -1 | -2 | -1 | -2.3 | -1 | 6
CCCCn1c(O)c(C=NCCCN(CC)CC)c(=O)[nH]c1=O | 3 | -2 | 1 | 4 | -1 | -5 | -1 | -1.5 | 1 | -3
Cc1ccc(N2C(=O)NC(=O)/C(=C/c3cnc(-c4ccccc4)nc3)C2=O)cc1C | -13 | 19 | 8 | -10 | 3 | 0 | 7 | -0.3 | 0 | 4
CCC(NC(=O)OCc1ccccc1)P(=O)(Oc1ccccc1)Oc1ccccc1 (stereo not given) | -3 | -1 | 3 | x | -7 | 1 | 0 | x | -2 | x
CC1(C)CN=C(Nc2ccc(F)c(F)c2)S1 | -16 | 1 | -21 | -6 | -10 | 8 | -2 | 0.5 | 2 | -1
Cc1ccsc1C(=O)C1CCCN(Cc2cn(C)nc2C)C1 (stereo not given) | 4 | 1 | -6 | -3 | -8 | 3 | 0 | -2.5 | -3 | -6
CC(C)(C)n1nnnc1C(c1ccccc1)N1CCC2(CC1)C(=O)NCN2c1ccccc1 (stereo not given) | -1 | 0 | -7 | x | 2 | 3 | -2 | -0.3 | 1 | -1
O=C(COc1ccccc1)NCCc1cnc[nH]1 | -6 | -2 | 10 | 5 | -2 | -1 | -5 | -2.0 | 8 | 3
CN(C)C(=O)Oc1ccc2ccccc2c1Cl | -6 | 6 | 10 | -1 | 4 | -1 | 1 | 1.2 | 3 | -5
Fc1ccc(Cn2nnnc2C(c2ccc(F)cc2)N2CC=C(c3ccc(F)cc3)CC2)cc1 (stereo not given) | 1 | -6 | 4 | 10 | -2 | 1 | -2 | -1.7 | -5 | 4
CC(C)C12CN3CCN(CC(C3)/C1=N\O)C2 | 2 | -1 | 7 | 4 | 4 | 1 | -4 | -1.4 | 3 | 5
Cc1cc(C(=O)OCC(=O)Nc2ccc(F)cc2F)c(C)n1C1CC1 | -1 | 8 | -4 | -3 | -2 | -7 | 0 | -0.8 | 5 | -6
C=CCn1c(O)c(C(CC)=NCCc2ccccc2)c(=O)[nH]c1=O | -2 | -4 | -5 | -3 | -1 | -3 | 0 | -2.8 | -6 | 5
Cc1c(C(c2ccc(Br)cc2)c2c(O)c3ccccc3oc2=O)c(=O)n(-c2ccccc2)n1C (stereo not given) | -4 | 1 | 3 | -3 | 3 | 6 | -7 | 0.0 | 10 | 0
O=C(c1cccnc1)C1CCCN(Cc2nc(-c3cnccn3)no2)C1 (stereo not given) | -2 | -2 | -4 | 4 | 2 | 0 | -8 | -2.5 | -1 | 8
COc1cc(OC)c(OC)cc1CN1CCN(C(=O)COc2ccc3ccccc3c2)CC1 | 1 | -4 | 2 | -3 | 13 | 2 | 9 | -2.0 | -4 | 5
OC1(CN2CCOCC2)C2CC3CC(C2)CC1C3 (stereo not given) | -6 | -3 | 7 | -5 | 0 | -3 | -2 | -1.6 | 2 | 11
COc1ccc(OCC#CCN2CCNCC2)cc1 | 1 | -1 | 31* | 10 | 13 | 2 | 1 | 3.2 | 6 | -1
Nc1ccc([As](=O)(O)O)cc1 | 5 | -1 | -5 | 1 | 4 | 0 | 0 | -1.4 | 4&-1 | 1
CSCCC(c1nnnn1-c1ccc2c(c1)OCCO2)N1CCC2(CC1)C(=O)NCN2c1ccccc1 (stereo not given) | 4 | 4 | 4 | x | -4 | 4 | -2 | -0.7 | 4 | 9
CCc1ccc(NC(=O)C(C)OC(=O)c2c(C)nn(Cc3ccccc3)c2Cl)cc1 (stereo not given) | -8 | 1 | -3 | -15 | -5 | 1 | 0 | -2.0 | 0 | 0
Clc1cccc(N2Cc3cc(N4CCOCC4)ccc3-n3nncc3C2)c1 | 0 | 4 | 8 | x | 2 | 6 | 3 | -0.4 | 5 | 1
Cc1nn(Cc2ccccc2)c(C)c1C(=O)OCC(=O)Nc1cc(S(C)(=O)=O)ccc1Cl | -10 | 1 | -8 | -12 | 6 | -4 | -4 | -2.0 | -2 | 2
C=CCn1c(O)c(C=Nc2ccc(F)cc2)c(=O)[nH]c1=O | -6 | 1 | 8 | 3 | 1 | -4 | 7 | -0.4 | -4 | 0
CC(=O)C1C2c3ccccc3OC1(C)N=c1s/c(=C/c3cnn(C)c3)c(=O)n12 (stereo not given) | -3 | -1 | 3 | 0 | 2 | -1 | -1 | -0.8 | 4 | -3
CCCN(CCC)[C@@H]1CCc2cccc(O)c2C1 | 0 | 0 | -2 | 3 | -13 | -5 | 6 | -1.4 | -4 | -5
CC(C)OC(=O)c1c(N)n(Cc2ccco2)c2nc3ccccc3nc12 | 3 | 0 | 10 | -3 | -1 | 1 | 7 | -0.3 | -6 | 0
CC12CCC3C(CCC4CC(=O)CCC43C)C1CC(=NO)C2=O (stereo not given) | 10 | 1 | -11 | 6 | 4 | 0 | -5 | 0.4 | 3 | 2
NCCc1ccccc1 | -1 | -1 | 3 | 1 | -5 | -3 | 0 | -0.6 | 2 | -8
CC(C)(C)P(=O)(N1CCOCC1)N1CCOCC1 | 1 | 0 | 0 | 5 | 4 | 5 | 3 | 0.6 | -10 | 10
CCN1CCN(Cc2cc(Br)ccc2O)CC1 | -2 | 1 | -7 | 6 | -10 | -4 | 5 | 2.1 | 3 | 4
CC(=O)Nc1ccc(C(c2c(O)c3ccccc3oc2=O)c2c(C)n(C)n(-c3ccccc3)c2=O)cc1 (stereo not given) | 3 | 6 | 3 | 3 | -3 | 1 | -2 | -0.8 | 1 | 2
COC(=O)C1=C(c2ccc(OC)c(OC)c2)C[C@@H]2CC[C@H]1N2C(=O)NCc1ccco1 | 8 | 2 | 3 | 1 | 1 | 0 | 1 | 0.7 | -5 | 2

Record cards, as listed above. Order of screens: SIAE primary | rCAG RNA binder | TDP2 inh | HTRA1 inhibitor | ABHD4 inh | LEDGF integ inh | PRMT1 inh | PG9 Ab binder | Rev-erbA mod | TCR-CD3 inh
O=C(CNC(=O)OCc1ccccc1)Nc1ccc(Br)cc1C(=O)c1ccccc1Cl as listed: 0 | 8 | -16 | -2 | -7 | -6 | 3 | -2.3 | 2 | -1
CC(C)Cc1[nH]c(=O)c(C#N)c2c1CCC2 as listed: 6 | -1 | -1 | 7 | 0 | 1 | 0 | 1.7 | 3 | 9

An excerpt, so the mix of outcomes need not match the whole.
